Insulin prom inh: TRM-6 insulin promoter activity inhibition | hit rate 0.9% among 130,000 | inhibition, % at 2 µM | AID 1273 | TRM-6 cells (human fetal islet line), insulin promoter-eGFP reporter, imaging; reporter expression induced with tamoxifen;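 active = inhibition above the mean plus 3 SD, with well images judged a real hit on visual review, cut at about 60% in these data, passing the limit was not always enough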
SDO1 yeast rescue: sdo1-depleted yeast growth rescue | z-score at 10 µM | hit rate 0.21% among 140,000 | AID 817 | S. cerevisiae sdo1-depleted JHY4D growth rescue, OD600 30 h; stronger effect = higher value; pdr5 snq2 efflux-pump mutant strain;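 active = z-score above 3 at both the 24 hr and the 30 hr optical density reads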;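 also: z-score against mean and SD of all compound wells on the same plate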
SDO1 yeast rescue Rescue 24 h: further read-out of SDO1 yeast rescue, marked with its call; z-score; S. cerevisiae sdo1-depleted JHY4D growth rescue, OD600; measured here: growth rescue at 24 h;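 0 is the plate mean of compound wells and units are plate SD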
* marks the source's active call; other numbers are inactive results; . = no result given. The list is partial; count on the stated rates, not on these rows.

The line under a structure holds: SDO1 yeast rescue Rescue 24 h | Insulin prom inh | SDO1 yeast rescue
1. CCOC(=O)c1nnn(CC(=O)N2N=C(c3cccc4ccccc34)CC2c2ccccc2)c1C(=O)OCC (configuration not stated)
  -0.64 | -10 | -0.27
2. COc1ccc(C(=O)NCC(=O)NCC(=O)OCC(=O)C(C)(C)C)cc1
  0.54 | 7 | 1.1
3. CCOC(=O)c1c(C)n(C)c2cc(-c3ccc(C)cc3)c(O)cc12
  0.56 | -15 | -0.04
4. Cc1ccnc(NS(=O)(=O)c2cnc(Cl)c(Br)c2)c1
  -0.33 | . | 0.48
5. COc1cc(S(=O)(=O)N2CCN(C)CC2)c(OC)cc1Cl
  0.61 | -50 | 0.18
6. O=C(c1ccc(F)cc1)N1CCN(C(=O)c2cccnc2)CC1
  1.2 | 4 | 0.72
7. O=C1CCc2cc(S(=O)(=O)NC(Cc3ccccc3)C(=O)NC3CCCCC3)ccc2N1 (configuration not stated)
  0.03 | . | 0.78
8. Cc1[nH]nc2c1C(c1ccccc1)C1=C(CC(C)(C)CC1=O)N2 (configuration not stated)
  0.54 | -25 | 0.07
9. O=S(=O)(NCc1ccco1)c1ccc2c(c1)Cc1ccccc1-2
  -0.95 | -238 | -1.5
10. CCOC(=O)c1cc(-c2ccccc2)sc1NC(=O)CCN1C(=O)c2ccccc2C1=O
  -0.14 | . | -0.75

Carrying on.
The line under a structure holds: SDO1 yeast rescue Rescue 24 h | Insulin prom inh | SDO1 yeast rescue
11. CCc1cc(C=C(Cl)Cl)oc(=O)c1C
  -0.1 | 20 | 0.48
12. C#CCOC(=O)c1ccccc1C(=O)O
  -0.71 | -281 | 0.26
13. COc1ccc(NC(=O)CC(C)C)c([N+](=O)[O-])c1
  -0.69 | 35 | -0.62
14. CC(C)(CSc1ncccn1)NS(=O)(=O)c1ccccc1
  . | 14 | .
15. Cc1nn(-c2ccccc2)c(Cl)c1C(=O)Nc1c(C)n(C)n(-c2ccccc2)c1=O
  -0.95 | -82 | 0.27
16. Cc1ccc(S(=O)(=O)N(C)C)cc1NC(=O)CSc1ncc(C(F)(F)F)cc1Cl
  1.4 | 8 | 0.93
17. COC(=O)C1=C(C)N(c2ccc(OC)cc2)C(=O)/C1=C\c1cccs1
  -1.2 | -6 | -1.8
18. O=C(NCC1CCC(C(=O)O)CC1)OCc1ccccc1 (configuration not stated)
  -0.82 | -42 | -0.5
19. COc1ccc([N+](=O)[O-])cc1NC(=O)CSc1ncccn1
  . | -12 | .
20. O=C(CN1CCN(S(=O)(=O)c2ccc(F)cc2)CC1)Nc1ccccc1F
  0.38 | 0 | 0.59

Going on with the list:
The line under a structure holds: SDO1 yeast rescue Rescue 24 h | Insulin prom inh | SDO1 yeast rescue
21. CC1(C)CC(=O)C2=C(C1)OC(N)=C(C#N)[C@@]21C(=O)N(CC(N)=O)c2ccccc21
  0.29 | . | 1.3
22. Cc1nnc(SCCn2c(N3CCCCC3)nc3c2c(=O)n(C)c(=O)n3C)s1
  . | 30 | .
23. Cc1ccc(CNC(=O)/C(C#N)=C\c2ccc(N(C)C)cc2)cc1
  -0.45 | . | -0.95
24. O=C(COC(=O)C1CC(=O)N(Cc2ccco2)C1)c1ccc(OC(=O)c2ccco2)cc1 (configuration not stated)
  -0.57 | -47 | 0
25. Cn1c(=O)oc2cc(S(=O)(=O)N3CCCC(C(=O)Nc4ccccn4)C3)ccc21 (configuration not stated)
  -0.04 | . | 0.46
26. O=C(CN(Cc1ccco1)C(=O)CNS(=O)(=O)c1ccc(F)cc1)NCc1ccc(F)cc1
  1.2 | . | 0.81
27. CCCOc1ccc(/C=N/Nc2ccccc2[N+](=O)[O-])c(OCCC)c1
  -0.39 | 84* | 0.38
28. CCOc1ccc(/C=C\C(C)=N\O)cc1
  -1.4 | -53 | -0.93
29. CCOC(=O)C1CCCN(c2nc3ccccc3nc2C(C#N)C(=O)OC(C)COC)C1 (configuration not stated)
  -0.21 | . | -0.32
30. CCCCN(C)C(=O)c1cn(CC)c2ccc(S(=O)(=O)N(C)C)cc2c1=O
  1.7 | . | 0.38

Sorted by number of heavy atoms (lowest first): some entries from above
The line under a structure holds: SDO1 yeast rescue Rescue 24 h | Insulin prom inh | SDO1 yeast rescue
28. CCOc1ccc(/C=C\C(C)=N\O)cc1
  -1.4 | -53 | -0.93
23. Cc1ccc(CNC(=O)/C(C#N)=C\c2ccc(N(C)C)cc2)cc1
  -0.45 | . | -0.95
27. CCCOc1ccc(/C=N/Nc2ccccc2[N+](=O)[O-])c(OCCC)c1
  -0.39 | 84* | 0.38
30. CCCCN(C)C(=O)c1cn(CC)c2ccc(S(=O)(=O)N(C)C)cc2c1=O
  1.7 | . | 0.38
21. CC1(C)CC(=O)C2=C(C1)OC(N)=C(C#N)[C@@]21C(=O)N(CC(N)=O)c2ccccc21
  0.29 | . | 1.3
24. O=C(COC(=O)C1CC(=O)N(Cc2ccco2)C1)c1ccc(OC(=O)c2ccco2)cc1 (configuration not stated)
  -0.57 | -47 | 0
26. O=C(CN(Cc1ccco1)C(=O)CNS(=O)(=O)c1ccc(F)cc1)NCc1ccc(F)cc1
  1.2 | . | 0.81

Additional entries follow:
The line under a structure holds: SDO1 yeast rescue Rescue 24 h | Insulin prom inh | SDO1 yeast rescue
31. COc1ccc(C(=O)NCc2nnc(SCC(=O)Nc3ccccc3F)o2)cc1
  . | 8 | .
32. COc1ccc(S(=O)(=O)Nc2c(C)ccc3nsnc23)cc1OC
  -0.09 | -15 | 0.17
33. Cc1ccc(NC(=O)CN(C)C(=O)COc2cccc3cccnc23)cc1
  -0.3 | 23 | 0.11
34. CCOc1cc(C(=O)NC(=S)Nn2cnnc2)cc(OCC)c1OCC
  . | 0 | .
35. CCn1c2ccccc2c2cc(NS(=O)(=O)c3ccc(C)cc3)ccc21
  -1.1 | 32 | -1.3
36. Cc1ccc2nc3c(cc2c1)c(NC(=O)C1CCCO1)nn3CC(C)C (configuration not stated)
  -0.72 | 31 | -1.6
37. Cc1ccccc1Oc1nc2ccccc2n2cnnc12
  . | -7 | .
38. COc1ccc(CC(=O)NCc2n[nH]c(=S)n2-c2cccc(Cl)c2)cc1
  . | 50 | .
39. CC1C/C=C/C=C/C=C/C=C/C(O[C@@H]2O[C@H](C)[C@@H](O)[C@H](N)[C@@H]2O)CC2OC(O)(CC(O)CC3OC3/C=C/C(=O)O1)CC(O)C2C(=O)O (some centres not stated)
  -0.74 | -87 | -1.2
40. COc1ccc(-c2nc3ccccc3o2)cc1NC(=O)CSc1ccc(Cl)cc1
  -0.4 | . | -0.56

Whole records, looked up by structure.
Cc1ccccc1Oc1nc2ccccc2n2cnnc12 in the list: SDO1 yeast rescue Rescue 24 h: .; Insulin prom inh: -7; SDO1 yeast rescue: .
Cc1ccc(NC(=O)CN(C)C(=O)COc2cccc3cccnc23)cc1 in the list: SDO1 yeast rescue Rescue 24 h: -0.3; Insulin prom inh: 23; SDO1 yeast rescue: 0.11
CC1C/C=C/C=C/C=C/C=C/C(O[C@@H]2O[C@H](C)[C@@H](O)[C@H](N)[C@@H]2O)CC2OC(O)(CC(O)CC3OC3/C=C/C(=O)O1)CC(O)C2C(=O)O (some centres not stated) in the list: SDO1 yeast rescue Rescue 24 h: -0.74; Insulin prom inh: -87; SDO1 yeast rescue: -1.2

Further records follow.
The line under a structure holds: SDO1 yeast rescue Rescue 24 h | Insulin prom inh | SDO1 yeast rescue
41. O=C(c1cccs1)N1CCCC1
  0.62 | 44 | 1.6
42. O=C(Nc1cc(SCC(O)CO)cc([N+](=O)[O-])c1)c1ccc(-n2cnnn2)cc1 (configuration not stated)
  . | -6 | .
43. COc1cc(C(=O)OCn2nnc3ccccc3c2=O)cc(OC)c1OC
  0.26 | -43 | 0.8
44. CCCCn1c(SCC(N)=O)nc2c(sc3ccccc32)c1=O
  -0.93 | 0 | -0.92
45. O=C(NCCN1CCOCC1)c1ccc(-c2ccccc2)cc1
  -0.4 | -5 | 0.09
46. COc1ccc2[nH]c(C)c(CCNC(=S)Nc3cc(C)cc(C)c3)c2c1
  0.64 | 41 | 0.7
47. Cc1nc2c3ccccc3nc(SCC(=O)N3CC(C)CC(C)C3)n2n1 (configuration not stated)
  0.3 | -15 | 0.06
48. COc1cc(NC(=O)C2CCCCC2)c(OC)cc1NC(=O)CN1CCCCC1
  0.05 | . | 0.21
49. Cc1ccc(OCc2nnc(SCC(=O)Nc3ccc4c(c3)OCCO4)n2Cc2ccco2)cc1
  -1.1 | -6 | -1.8
50. Cc1c(NC(=O)CSc2nnc(COc3ccccc3)n2-c2ccccc2)c(=O)n(-c2ccccc2)n1C
  0.05 | -32 | 0.57

4 entries picked at random from those above:
The line under a structure holds: SDO1 yeast rescue Rescue 24 h | Insulin prom inh | SDO1 yeast rescue
49. Cc1ccc(OCc2nnc(SCC(=O)Nc3ccc4c(c3)OCCO4)n2Cc2ccco2)cc1
  -1.1 | -6 | -1.8
42. O=C(Nc1cc(SCC(O)CO)cc([N+](=O)[O-])c1)c1ccc(-n2cnnn2)cc1 (configuration not stated)
  . | -6 | .
50. Cc1c(NC(=O)CSc2nnc(COc3ccccc3)n2-c2ccccc2)c(=O)n(-c2ccccc2)n1C
  0.05 | -32 | 0.57
48. COc1cc(NC(=O)C2CCCCC2)c(OC)cc1NC(=O)CN1CCCCC1
  0.05 | . | 0.21

Next part
The line under a structure holds: SDO1 yeast rescue Rescue 24 h | Insulin prom inh | SDO1 yeast rescue
51. CCOc1nc(NC(=O)NS(=O)(=O)Oc2cccc(Cl)c2)nc(-c2ccccc2)n1
  0.05 | 78* | 0.18
52. Cn1nc(Oc2nc(N3CCOCC3)nc(N3CCOCC3)n2)ccc1=O
  0.09 | 9 | 1.5
53. COc1ccc(N=C(C)C2=C(O)CSC2=O)cc1
  -0.34 | 9 | 0.1
54. CC1(c2ccccc2)CC(C)(C)N(C(=O)CSc2nnc(N)s2)c2ccccc21 (configuration not stated)
  -0.2 | 26 | -0.72
55. O=C(O)C=C1C2CC3CC(C2)CC1C3
  -0.03 | . | -0.1
56. CCCc1cc(=O)n2[nH]c(C)c(-c3ccccc3)c2n1
  0.87 | . | 0.77
57. O=C(COc1ccc(Cl)cc1)N1CCN(C(=O)c2cccs2)CC1
  . | 7 | .
58. COc1ccc(NC(=O)CN2C(=O)C(c3ccccc3)=NC23CCCCCC3)cc1OC
  -1.1 | 55 | -0.7
59. COCCNC(=O)C(c1ccc(C)o1)N(Cc1cccs1)C(=O)c1snc(C(N)=O)c1N (configuration not stated)
  -1.1 | -21 | -0.35
60. COC(CNC(=O)c1ccc2c(c1)ncn2-c1ccc(F)c(F)c1)OC
  . | 0 | .

Looked up above.
entry 10 – SDO1 yeast rescue Rescue 24 h = -0.14
entry 14 – Insulin prom inh = 14
entry 2 – Insulin prom inh = 7
entry 47 – Insulin prom inh = -15
entry 23 – SDO1 yeast rescue = -0.95
entry 57 – Insulin prom inh = 7

Source: PubChem BioAssay
